TSHR antag: blocks TSH signaling through the human TSH receptor. P16473. TSHR-expressing cells, TSH-stimulated cAMP HTRF, 2 h; hits give low values. activity change, negative = inhibition, % at 11.5 µM. actives 0.2% (n = 330,000). AID 504810;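 active = activity change below a set negative limit, meaning inhibition stronger than a set level, cut at about -70% in these data; inconclusive = activity change between two set negative limits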; note: % is set by controls: 0 for no effect and ±100 for the full control effect
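Freshly harvested TSHR cells receive pin-tooled compound, then EC80 TSH at 4nM final. After 2 hours at 37 deg C, antibody in lysis buffer and cAMP-d2 are added; 30 minutes at ambient temperature precede the HTRF read.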
Chronic BCR inh: chronic active BCR signaling inhibition; ABC-DLBCL IkBa-CBG/CBR reporter, luminescence ratio, 4 h; Potency, µM (series often up to 46.1 µM), for the others: at the top dose ratio change, negative = lower green/red ratio, usual class: inhibitors; actives 0.05% (n = 340,000); AID 493014; active = well fitted inhibition curve with a large enough effect in the signal ratio, with a control signal flat, not every such curve was filed as active; inconclusive = small, poorly fitted or top-dose-only effect, or effect the other way, or a change in a side signal; the % refers to the signal ratio;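 note: potency is the fitted concentration of half-maximal effect; plate controls were basal doxycycline-induced cells for no effect and cells given 10 µM MG132 for full effect; MG132 reads +100%, hits lower the ratio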
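TMD8 ABC-DLBCL cells carrying doxycycline-inducible green luciferase fused to IkappaBalpha plus unfused red luciferase were exposed to compounds (up to 46 uM) for 4 hrs at 37C. Activity came from the overlap-corrected green/red luminescence ratio.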
KCNH2 WT inh: inhibitors of human wildtype KCNH2 potassium channel | Q12809 | U2OS, BacMam KCNH2, thallium flux FluxOr; hits give low values | activity change, % at 1.84 µM | actives 0.37% (n = 340,000) | AID 720551;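 active = maximum activity change below -70%; inconclusive = maximum activity change between -70% and -50%; inactive = maximum activity change above -50%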; note: % is set by controls: 0 for no effect and ±100 for the full control effect
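U2OS cells were transduced with wild-type KCNH2 virus (2.03 x 10^8 / mL) for 4 h at room temperature, then cultured overnight at 37 C. Thallium flux was read with FluxOr dye. Rate constants were normalized to DMSO controls.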
FBPA coupling cs: coupling enzyme interference in Giardia aldolase counter-screen. AID 2472. activity change, negative = inhibition, % at 58.2 µM, hits read low. actives 0.67% (n = 290,000). coupling enzyme system counterscreen, AmpLite Red fluorescence; in the data active = activity change below about -30%; note: % is set by controls: 0 for no effect and ±100 for the full control effect
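Compounds tested against the coupling enzymes alone at 57.5 uM final; readout was AmpLite Red fluorescence (525/598 nm) after 20 min at RT.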
AT treatment: potential ataxia-telangiectasia treatments restoring KAP-1 phosphorylation; […] A-T fibroblasts, KAP-1 phosphorylation AlphaLISA; neocarzinostatin DNA damage 30 min before lysis; actives 0.19% (n = 320,000); Potency, µM (series often up to 57.5 µM), inactives show top-dose activation, most hits filed as activators; note: potency is the fitted concentration of half-maximal effect; % of control where 0% means no effect; nearly all actives have a fitted effect of over 45% in size
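hTERT-immortalized A-T patient fibroblasts ([…]), 500 cells/well in OPTI-MEM, 1% FBS, got compounds for 60 min, then NCS for 30 min at 37C. Lysates were then assayed for phospho-KAP-1 by AlphaLISA (anti-pKAP1 donor, anti-KAP1 acceptor beads), 6 hr at 25C.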
Tb PFK block: T. brucei PFK enzyme inhibition; O15648; T. brucei PFK, ADP-Glo luminescence; Potency, µM (titrated, usually from 57.5 µM), without a hit: at the highest dose activity, negative = inhibition, most hits filed as inhibitors; actives 0.17% (n = 330,000);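 note: potency is the fitted concentration of half-maximal effect; 0% = uninhibited 1x PFK enzyme wells and -100% = no-enzyme wells; nearly all actives have a fitted effect of over 60% in size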
Target sequence (O15648 whole entry, looked up): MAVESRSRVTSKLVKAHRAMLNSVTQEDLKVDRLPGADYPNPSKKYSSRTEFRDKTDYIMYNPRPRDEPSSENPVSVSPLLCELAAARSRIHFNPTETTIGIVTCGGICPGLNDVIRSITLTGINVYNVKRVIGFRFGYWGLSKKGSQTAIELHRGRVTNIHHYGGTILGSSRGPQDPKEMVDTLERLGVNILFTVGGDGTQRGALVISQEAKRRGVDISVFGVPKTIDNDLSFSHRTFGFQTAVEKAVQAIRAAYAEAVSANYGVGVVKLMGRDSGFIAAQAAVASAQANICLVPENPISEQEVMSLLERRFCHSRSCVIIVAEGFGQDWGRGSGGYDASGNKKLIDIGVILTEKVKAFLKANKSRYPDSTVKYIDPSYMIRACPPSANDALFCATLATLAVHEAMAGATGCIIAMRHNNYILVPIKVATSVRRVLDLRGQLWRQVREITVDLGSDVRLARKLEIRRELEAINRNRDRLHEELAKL
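ADP-Glo luminescence quantified ADP after 45 min at room temperature, with 1.25 nM T. brucei PFK, 0.1 mM ATP and 0.5 mM fructose-6-phosphate in pH 8.0 TEA buffer. qHTS titrations up to 57 µM; curves classified by quality.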
Giardia kill: kills Giardia lamblia; Giardia lamblia trophozoite viability; activity change, % at 7.66 µM, hits read low; actives 0.15% (n = 340,000); AID 540267; in the data active = activity change below about -80%; inconclusive = between about -30% and that limit;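 note: parasites exposed to compound for two days anaerobically before the ATP read; % is set by controls: 0 for no effect and ±100 for the full control effect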
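Each well holds 100 Giardia trophozoites and compound. After two days (48 hrs) at 37 deg C in anaerobic conditions, ATP is quantified by luminescence.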
TCR act: T cell receptor activation; primary human leukocytes, anti-CD3, IL-2 HTRF, 48 h; Potency, µM (top dose mostly 9.22 µM), for the others: at the top dose activation of IL-2 secretion, actives largely listed as activators; 330,000 tested, under 10 active; AID 504894; note: % of control where 0% means no effect
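IL-2 release read by HTRF sandwich (Eu cryptate donor, d2 acceptor, 665 nm emission) after 48 hr exposure of primary human leukocytes to compound together with anti-CD3 beads in the absence of co-stimulatory signals.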
MLL CXXC-DNA inh: inhibitors of human MLL CXXC domain-DNA interaction; Potency, µM (titrated, usually from 115 µM), for the others: at the highest dose activity change, negative = inhibition, hits mostly inhibitors; actives 0.037% (n = 290,000); MLL-CXXC / FITC-HOXA9 DNA fluorescence polarization; Q03164; active = well fitted inhibition curve with a large enough effect in the polarisation, with a control signal flat, not every such curve was filed as active; inconclusive = small, poorly fitted or top-dose-only effect, or effect the other way, or a change in a side signal; inactive = no such curve, though single readings can be large or run the other way; the % refers to the polarisation; note: potency is the fitted concentration of half-maximal effect
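Steps: dispense CXXC domain solution (7 uM) → pin compounds or unlabeled HOX-A9 DNA control → 5 min ambient → add FLSN-HOX-A9 solution (50 nM) → spin → 30 min ambient → fluorescence polarization. Tris pH 7.5/NaCl/DTT/BSA buffer.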
GALK inh: blocks human galactokinase activity; P51570; Purified GALK, Kinase-Glo residual ATP luminescence; Potency, µM (highest dose often 57.5 µM), inactives show at the highest dose activity change, negative = inhibition, most hits filed as inhibitors; actives 0.007% (n = 270,000); note: potency is the fitted concentration of half-maximal effect; % is set by controls: 0 for no effect and ±100 for the full control effect
Target sequence (P51570 whole entry, looked up): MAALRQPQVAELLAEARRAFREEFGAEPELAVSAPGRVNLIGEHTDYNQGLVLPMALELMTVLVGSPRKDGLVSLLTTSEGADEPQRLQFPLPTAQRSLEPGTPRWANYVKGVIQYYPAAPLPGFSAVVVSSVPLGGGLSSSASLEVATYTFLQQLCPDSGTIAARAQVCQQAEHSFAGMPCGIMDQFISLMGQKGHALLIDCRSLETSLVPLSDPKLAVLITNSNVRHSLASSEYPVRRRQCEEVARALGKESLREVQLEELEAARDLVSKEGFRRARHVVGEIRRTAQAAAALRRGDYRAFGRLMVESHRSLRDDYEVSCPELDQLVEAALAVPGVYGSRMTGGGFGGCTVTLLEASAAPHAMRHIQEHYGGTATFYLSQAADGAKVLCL
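Galactose (100 uM) and ATP (35 uM) were turned over by 5 nM GALK for 1 h at RT. Kinase-Glo Plus then converted the remaining ATP into a luminescent signal.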
The depositor's hits bear a star; ? = inconclusive; . = no result given; [ ] = another dose, or the depositor's remark. Unless noted, calls come from the whole dose curve; as a rule, active = well fitted curve in the direction sought with a large enough effect; inconclusive = small, poorly fitted or top-dose-only effect, or another doubt; inactive = no such curve, though single readings can be large; an effect the other way counts as inactive or inconclusive.

SMILES	TSHR antag	Chronic BCR inh	KCNH2 WT inh	FBPA coupling cs	AT treatment	Tb PFK block	Giardia kill	TCR act	MLL CXXC-DNA inh	GALK inh
COc1cccc(CC2(CO)CCN(C(=O)NC3CCCCC3)CC2)c1	-5	-8%	-7	0	-1%	-2%	8	-6%	1%	3%
C=CCc1ccc(OCc2ccc(C(=O)OC)o2)c(OC)c1	-14	?	9	-1	2%	5%	-2	0%	-1%	-2%
CCCc1cc(=O)oc2c(C)c(OCC(=O)N3CCC(C(N)=O)CC3)ccc12	-6	2%	2	0	-7%	-4%	21	-4%	-7%	.
Cc1cc(C)c(C)c(S(=O)(=O)NCc2ccc(C(=O)N3CCN(C)CC3)cc2)c1C	-23	2%	-4	.	29%	0%	4	.	-14%	1%
Cc1c(Cl)cccc1NC(=O)c1cccnc1	-5	3%	0	0	0%	0%	0	8%	0%	3%
O=C1CC(c2ccsc2)Sc2ccccc2N1 (configuration not stated)	2	-22%	3	4	11%	-1%	-16	6%	4%	2%
O=C(NCC(=O)N1CCC2(CC1)NCCc1[nH]cnc12)c1cccc(Cl)c1	-6	-8%	15	.	-1%	2%	25	-4%	-9%	0%
CC(C)(CNCc1ccccc1)NS(=O)(=O)c1ccc(Cl)cc1	.	-4%	-30	.	2%	4%	-2	-7%	.	.
CCOC(=O)N1CCN(C(=O)CSc2ccc(-c3ccccc3OC)nn2)CC1	-8	0%	-8	1	2%	-4%	-14	.	3%	1%
CCCCS(=O)(=O)N1CCCC(C(=O)NCCc2ccccc2)C1 (configuration not stated)	-2	1%	-1	2	-3%	-1%	2	-5%	-4%	5%
Cc1ccc(NC(=O)CSc2nc3c(c(=O)[nH]2)CCC3)c(C)c1	-13	-4%	8	.	11%	3%	-11	0%	25%	-5%
O=C(CSc1ccc(Cl)cc1)Nc1ccc(N2CCN(C(=O)c3ccc(Cl)cc3)CC2)cc1	-8	7%	-133*	-1	-1%	-4%[0.46 µM]	0	-1%	2%	3%
O=S(=O)(NC1=NCCCCC1)c1ccc(Cl)cc1	-10	1%	-9	-1	-5%	2%	-3	3%	3%	-3%
COC(=O)c1c(C)[nH]c(C(=O)C(C)OC(=O)c2cnc(C)cn2)c1C (configuration not stated)	-10	0%	3	.	3%	0%	-6	-8%	.	.
Cc1ccc(OCCNC(=O)CNC(=O)c2ccc(C)c(C)c2)cc1	2	9%	-3	.	-1%	-1%	-13	8%	.	.
O=[N+]([O-])c1cccc(NC(=S)N2CCN(S(=O)(=O)c3ccccc3)CC2)c1	-11	7%	-7	.	18%	-5%	20	-2%	15%	-7%
COC(=O)c1cn[nH]c1NC(=S)Nc1ccc(C)cc1Cl	-6	1%	5	0	-7%	1%	0	-1%	22%	2%
CSCCC(NC(=O)c1cccc(C)c1)C(=O)NNC(=O)c1cccs1 (configuration not stated)	.	-2%	22	.	10%	-7%	14	-2%	.	.
CCn1nc(C)c(/C=N/NC(=O)c2ccoc2C)c1C	14	?	-9	.	-7%	-6%	2	5%	4%	5%
CCOC(=O)C1=C(C)N=c2s/c(=C/c3ccccc3)c(=O)n2C1c1ccc(OC)c(OC)c1 (configuration not stated)	20	-20%	1	3	3%	-1%	7	-7%	12%	1%
CC(C)=CCC/C(C)=C/CNC(=O)CC1C[C@H](C(=O)N2CCOCC2)[C@@]2(C)c3[nH]c4ccccc4c3CCN2C1=O (some centres not stated)	-14	4%	6	.	6%	5%	7	4%	.	.
COc1cc(C(C(=O)NC2CCCC2)N(Cc2ccco2)C(=O)c2snc(C(N)=O)c2N)cc(OC)c1OC (configuration not stated)	-8	4%	5	0	4%	8%	10	-1%	-2%	-2%
CC(C)(C)c1ccc(OCC(O)CN2CCCC2)cc1 (configuration not stated)	4	-5%	0	2	0%	1%	4	-3%	7%	0%
CCCCOC(=O)/C(=C\c1ccc([N+](=O)[O-])o1)NC(=O)c1ccccc1	-4	11%	7	2	0%	-3%	8	-3%[46.1 µM]	11%	-2%
CC(=O)N1CCSc2ccc(S(=O)(=O)NCCc3ccc(Cl)cc3)cc21	-17	-11%	2	.	13%	-6%	10	3%	10%	1%
CCC(=O)Nc1cc(OC)cc(OC)c1	7	-2%	-7	0	-4%	-4%	-5	0%	8%	2%
O=C(Oc1cccc(F)c1)c1ccc2c(=O)n3c(nc2c1)CCC3	-15	-4%	1	.	-1%	0%	9	1%	.	.
CCOc1ccc(C(C)=O)cc1COc1ccc(-n2cnnn2)cc1	-10	6%	-5	-3	10%	-2%	8	-6%	-1%	-3%
CCOc1cc(CNCCCN2CCOCC2)ccc1OCC(=O)Nc1cccc2ccccc12	4	0%	13	2	2%	2%	-3	.	15%	-1%
Cc1cc(C(=O)N2C(C)CCCC2C)no1 (configuration not stated)	-9	-15%	15	1	3%	2%	9	-5%	8%	0%
CCc1nn(C(C)C(=O)N2CCN(c3ccc(OC)cc3)CC2)c(=O)c2cc3occc3n12 (configuration not stated)	19	-13%	10	3	6%	2%	32[activator]	2%	36%[activator]	-4%
C#CCSc1nncn1C(=O)/C=C/c1ccccc1	0	-7%	7	1	-6%	2%	-9	2%	18%	.
CCC(C)NC(=O)C1c2ccccc2C(=O)N1Cc1ccc(OC)cc1OC (configuration not stated)	10	-9%	0	1	2%	-1%	28	6%	0%	0%
CC(C)(C)c1ccc(C(=O)CCC(=O)NCc2ccccc2)cc1	37	?	-2	.	5%	0%	-21	7%	.	.
Cc1ncsc1CCC(=O)N1CCCC(C(=O)c2ccc3c(c2)OCO3)C1 (configuration not stated)	-11	-5%	-6	0	0%	-6%	-8	-2%	2%	-1%
CCCCC1=NN(C(=O)c2cocc2C)C(O)(C(F)(F)F)C1 (configuration not stated)	-8	?	-1	0	-1%	-4%	5	5%[46.1 µM]	-1%	1%
O=C(c1ccc(Cn2cc(Cl)cn2)cc1)N1CCN(c2ccccc2)CC1	.	.	16	0	.	.	-9	3%	-13%	0%
COc1ccc(NC(=S)N2CCCC2c2ccc(OC)c(OC)c2)cc1 (configuration not stated)	-6	?	9	6	0%	-3%	1	1%	15%	-3%
CCc1nnc(NC(=O)CN2C(=O)c3ccccc3S2(=O)=O)s1	-1	2%	-12	1	0%	18%	16	.	-1%	1%
Cc1cc(C)c2nc(C)cc(Nc3ccc(C(=O)NCCO)cc3)c2c1	1	0%	-5	-1	5%	3%	-27	-2%	-16%	-4%
O=C1CCCC(=O)N1c1ccc(NCCOCCO)c([N+](=O)[O-])c1	-5	3%	6	1	-5%	-1%	1	-12%	-1%	-1%
Cc1nc(NC(=O)CSc2nncs2)c(Cl)cc1Cl	0	-3%	4	4	8%	4%	-16	-2%	-11%	1%
O=C(O)c1cccc(NS(=O)(=O)c2cccc(C(=O)Nc3ccccc3[N+](=O)[O-])c2)c1	13	1%	8	11	3%	10%	-15	.	-22%	-1%
Cc1nc2cc(NC(=O)CSc3nc4c(C)cccc4cc3C#N)ccc2s1	-6	1%	-2	-1	4%	-2%	13	1%	3%	2%
Cc1cc[n+](-c2[nH]c(=O)sc2/C=N/N=C(\[O-])c2ccccc2)cc1C	4	?	3	-1	-9%	?	0	0%	?	-6%
COc1ccc(NS(=O)(=O)c2ccc(N3CCOCC3)c(NC(=O)C(C)C)c2)cc1	2	4%	-6	1	-14%	3%	11	.	-5%	-1%
CCC(CO)Oc1cc(NC(=O)c2ccc(F)cc2)c2ncn(C(C)C)c2c1 (configuration not stated)	-6	-4%	2	.	1%	3%	-3	2%	.	.
O=C(O)Cc1c(-c2ccccc2)c2cc(Cl)ccc2[nH]c1=O	6	5%	-3	10	2%	4%	-7	0%	34%[activator]	.
O=C1OCCC1Sc1nc2ccccc2s1 (configuration not stated)	-8	?	-10	0	-7%	-1%	-13	-5%	0%	0%
COc1ccccc1N1CCN(C(=O)CCC(=O)N2CCN(c3ccccc3OC)CC2)CC1	15	0%	12	1	1%	0%	37[activator]	6%	-8%	7%

Other structures.
SMILES	TSHR antag	Chronic BCR inh	KCNH2 WT inh	FBPA coupling cs	AT treatment	Tb PFK block	Giardia kill	TCR act	MLL CXXC-DNA inh	GALK inh
Cc1nc(NC(=O)COC(=O)CNC(=O)c2ccco2)c(Cl)cc1Cl	.	4%	8	.	5%	?	9	-3%	.	.
CC(Oc1ccccc1F)C(=O)Nc1ccc2ccccc2c1 (configuration not stated)	13	?	-15	0	6%	1%	8	-7%[46.1 µM]	3%	0%
CCC(Sc1nc(-c2cccc(OC)c2)c(C#N)c(=O)[nH]1)C(=O)Nc1nnc(C(C)C)s1 (configuration not stated)	7	7%	-9	8	-3%[11.5 µM]	3%	-20	.	33%[activator]	-1%
COC(=O)c1ccc(NC(=O)C(=O)N2CCN(C(=S)Nc3ccc(C)cc3)CC2)cc1	-6	3%	-4	1	-1%	3%	3	-6%[46.1 µM]	-4%	1%
